PfHsp40 rescue: restores yeast growth despite PfHsp40 toxicity; S. cerevisiae expressing PfHsp40, growth rescue, ATP luminescence; growth rescue, % at 12.5 µM; actives 0.68% (n = 340,000); AID 504582; in the data active = growth rescue above about 28%, passing the limit was not always enough;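 also: yeast W303a lacking pdr1 and pdr3 grown in galactose medium; growth measured after three days at 30 °C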
VHR inh abs: DUSP3 (human) phosphatase inhibition; P51452; actives 0.52% (n = 290,000); recombinant VHR phosphatase, pNPP absorbance; inhibition, % at 13.3 µM; in the data active = inhibition above about 50%; also: some compounds called inactive have numbers as strong as hits
Yp Topo-I inh: inhibitors of Yersinia pestis topoisomerase I; AID 504884; Y. pestis Topo-I cleavage product accumulation, plate reader; activity, % at 10 µM; actives 0.064% (n = 360,000); in the data active = activity above about 50%, passing the limit was not always enough; also: inactives centre near 2
BoNT-A LC inh2: blocks Botulinum neurotoxin A light chain protease. multiplex microsphere protease substrate cleavage, flow cytometry. AID 588499. actives 0.17% (n = 360,000). inhibition, % at 10 µM; also: plate controls were buffer without enzyme for full effect and enzyme alone for no effect
CCHFV vOTU inh: blocks the CCHF virus ovarian tumor domain protease; CCHFV vOTU protease, Pep-AMC fluorescence; inhibition, % at 11.5 µM; actives 0.55% (n = 370,000); AID 651958; in the data active = inhibition above about 30%; also: 0% = vehicle wells with enzyme and 100% = no enzyme wells
BH1578 lux ind: quorum light induction in luxS cqsA deficient V. cholerae | actives 0.16% (n = 350,000) | V. cholerae BH1578 lux reporter, luminescence, 6 h | activation, % at 18.7 µM; in the data active = activation mostly above about 9.7%, no sharp cut-off; also: not every result past the cut was called active; inactives centre near 0; reference of the scale not given here
Anthrax LF inh2: blocks Bacillus anthracis lethal factor protease; actives 0.12% (n = 360,000); inhibition, % at 10 µM; AID 588501; multiplex microsphere protease cleavage assay, LF; also: plate controls were buffer without enzyme for full effect and enzyme alone for no effect
3CLpro inhibitor: SARS-CoV 3CLpro protease inhibition. P0C6X7. recombinant SARS-CoV 3CLpro, quenched FRET peptide cleavage. inhibition, % at 6 µM. actives 0.14% (n = 290,000). AID 1706; in the data active = inhibition above about 12%
SSB-PriA inh: inhibitors of Klebsiella pneumoniae PriA binding to SSB C-terminal tail; inhibition, % at 33 µM; actives 0.6% (n = 430,000); AID 1272365; AlphaScreen SSBct-PriA binding, biotinylated peptide; in the data active = inhibition mostly above about 37%, no sharp cut-off; inactive = mostly below about 20%;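 also: plate controls were negative control peptide for no effect and reference peptide for full effect; strong numbers were not always called active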
TcdB inh: inhibitors of Clostridioides difficile toxin B glycohydrolase; P18177; TcdB glycohydrolase enzymatic assay, plate reader; inhibition, % at 9.99 µM; actives 0.24% (n = 350,000); in the data active = inhibition above about 10%
* marks the source's active call; other numbers are inactive results; i = inactive; . = not tested or not shown; & = joins results of further samples. Rule as the data show it, unless noted: active = inhibition above about 30%; inconclusive = no clear call, values can overlap the other calls; inactive = below that. A portion of the library; count on the stated rates, not on these rows.

SMILES | PfHsp40 rescue | VHR inh abs | Yp Topo-I inh | BoNT-A LC inh2 | CCHFV vOTU inh | BH1578 lux ind | Anthrax LF inh2 | 3CLpro inhibitor | SSB-PriA inh | TcdB inh
COc1ccccc1/C=C1\SC(=S)N(CCC(=O)NCCc2ccc(O)cc2)C1=O | -0.7 | -3.6 | 3.3 | -0.5 | 10.0 | 0.0 | -1.0 | 7.5 | -1.4 | 0.2
O=C(C1CC(=O)N(c2ccc3c(c2)OCCO3)C1)N1CCN(Cc2ccccc2F)CC1 (stereo not drawn) | -0.4 | . | 10.3 | -0.1 | 7.5 | -0.6 | 0.5 | . | -7.9 | 1.3
CCN(CC)c1ncnc2ccc(Br)cc12 | -0.3 | 48.2 | 3.1 | -0.1 | 12.5 | i | -2.6 | -1.2 | -15.2 | .
CC(C)(C)c1cc(CN2CCN(CCC#N)CC2)cc(C(C)(C)C)c1O | -0.6 | -15.6 | 4.6 | -0.3 | 5.3 | -0.8 | -5.4 | -2.0 | 2.1 | .
Cc1ccccc1C(=O)Nc1ccc(C(=O)N/N=C/c2ccc(O)c(Br)c2)cc1 | -0.6 | 18.2 | -3.6 | -0.4 | -1.2 | -0.1 | -1.2 | -3.7 | . | 0.5
COc1ccc(Cl)c(NC(=O)NCCN2CCN(c3ccccc3)CC2)c1 | -0.9 | 9.4 | -3.0 | -0.3 | 3.1 | i | -5.8 | -0.1 | 10.4 | .
COc1cc(C(=O)NNC(=O)CSc2nnc3ccccn23)cc(OC)c1OC | -0.8 | . | 4.2 | 0.5 | -12.7 | -1.3 | 1.6 | . | 2.9 | -0.3
O=C(Nc1cccnc1)c1ccc(Cl)c([N+](=O)[O-])c1 | -0.7 | 22.5 | 0.9 | -0.5 | -12.2 | i | -1.7 | -2.3 | -12.6 | 0.5
C=C(C)Cn1c(-c2cccc([N+](=O)[O-])c2)n[nH]c1=S | 0.9 | -4.3 | 7.9 | -0.6 | 3.1 | -0.4 | 1.7 | 6.4 | 4.9 | 3.5
COc1ccc(C(=O)CN2C(=O)c3ccccc3C2=O)c(OC)c1C | -0.4 | 5.6 | -1.7 | -0.2 | . | i | -1.6 | -1.1 | -9.1 | 0.5
Cc1ccc(Cl)cc1NC(=O)CN1CCOCC1 | 0.8 | . | -3.0 | -0.2 | -4.6 | -0.4 | -8.9 | . | -19.7 | 0.1
CCSC(=Nc1ccccc1)C1=C(O)COC1=O | 0.3 | 13.8 | -8.4 | -0.1 | 1.7 | -0.6 | 2.5 | -4.1 | -6.1 | .
CCOC(=O)N1CCN(C(=O)CSCc2nc(-c3ccccc3C)oc2C)CC1 | 0.1 | 25.0 | 30.5 | -0.8 | -6.2 | 3.8 | -4.3 | 3.0 | -3.5 | .
COc1ccc(/C(C)=N/NC(=O)c2sccc2-n2cccc2)cc1 | -0.5 | 5.5 | 0.4 | -0.5 | 8.1 | -3.0 | 1.6 | 2.7 | . | 0.6
COc1ccc(C(C)(C)C)cc1NC(=O)c1ccc2c(c1)SC1=NS(=O)(=O)CCN12 | -0.5 | 9.1 | -0.4 | -0.5 | -16.8 | -0.2 | -4.6 | -1.1 | -4.9 | 1.5
COc1ccccc1N1CCN(C(=O)C(Sc2ccccc2)c2ccccc2)CC1 (stereo not drawn) | -1.0 | 23.5 | 24.0 | 0.1 | 5.9 | -4.2 | -1.6 | 8.8 | 5.6 | .
O=[N+]([O-])c1cc2c(cc1CN1CCN(c3ccc(F)cc3)CC1)OCO2 | -0.9 | 10.7 | 0.9 | -14.2 | -2.5 | i | -9.6 | -6.2 | 30.9 | 1.1
O=C(COc1ccccc1-c1ccccc1)NNC(=O)NC1CCCCC1 | 0.3 | 6.4 | 19.8 | -0.7 | -2.4 | i | 5.7 | -0.8 | -4.0 | 1.2
CC1CCCN(C(C(=O)Nc2ccc3c(c2)OCCO3)c2ccccc2)C1 (stereo not drawn) | 2.7 | 9.5 | 36.8 | -1.1 | 6.4 | i | -0.7 | 2.8 | -13.0 | .
COc1ccc(-c2ccc(-c3nnn(CC(=O)N4CCOCC4)n3)cc2)cc1 | 1.4 | 21.9 | -0.9 | 0.0 | 4.3 | -0.3 | -2.3 | 0.7 | 0.5 | .
CNc1nc(N)c([N+](=O)[O-])c(NCCO)n1 | 0.9 | -4.5 | 0.2 | -0.8 | 6.4 | -6.2 | 1.1 | -1.5 | 6.7 | 0.9
CCOC(=O)c1ccc(NC(=O)COc2ccccc2CNCCc2ccccc2)cc1 | 0.0 | 6.4 | 4.2 | -1.4 | -2.4 | -1.4 | -6.8 | -0.2 | 8.8 | 2.3
CNC(=O)c1ccc(Nc2nnc(C)c3ccccc23)cc1 | 0.2 | 40.3 | -5.4 | -0.3 | -9.2 | . | -0.6 | -0.8 | -8.8 | 0.4
O=C(c1cccn2c(=O)c3ccccc3nc12)N1CCC2(CC1)OCCO2 | 0.9 | 10.3 | -3.3 | -0.6 | -48.8 | -0.6 | -1.1 | 0.8 | -14.5 | .
Cc1ccccc1C(=O)Nc1ccccn1 | -0.9 | -13.1 | 4.8 | -0.2 | 1.2 | i | -3.7 | -7.1 | -19.5 | .
Cc1c(C)n2c(SCC(=O)Nc3cccc4ccccc34)nnc2[nH]c1=O | -0.4 | . | 0.6 | 1.0 | -10.0 | 0.7 | -1.2 | . | -24.6 | 2.8
Cc1nn(-c2ccccn2)c2nc(-c3cccs3)cc(C(=O)N3CCOCC3)c12 | -1.1 | 18.9 | 19.4 | -3.8 | -175.2 | -0.2 | -9.9 | 1.6 | -19.2 | .
O=C(Nc1ccccc1-c1ccccc1)c1cc(C(F)(F)F)cc(C(F)(F)F)c1 | -0.1 | 28.2 | 1.9 | -1.2 | 4.4 | -0.3 | -0.9 | 0.9 | -2.0 | .
Cc1cc2[nH]c(=O)c(=O)[nH]c2cc1S(=O)(=O)NCc1ccccc1 | -1.3 | -13.6 | -1.1 | 2.0 | -14.9 | -2.2 | 1.4 | -1.1 | -11.1 | -1.1
CCn1c(SCC(=O)N2CCOCC2)nc2sc3c(c2c1=O)CCCC3 | 0.6 | 1.9 | 1.2 | -0.1 | 2.2 | 0.5 | -0.9 | 0.3 | -5.1 | .
CN(C)CCN(C(=O)c1ccc2c(c1)OCCO2)c1nc2cc3c(cc2s1)OCO3 | -1.2 | -15.2 | 6.2 | -1.9 | 3.2 | -0.4 | -1.8 | -0.4 | 14.0&-18.3 | 0.8
COc1ccc(OCCC(=O)c2ccc(OC)cc2)cc1 | -1.2 | -6.4 | -1.5 | -1.3 | -12.1 | -0.3 | 8.7 | 3.5 | -8.1 | -0.2
CC(C)CC#Cc1ccc2c(c1)O[C@H](CN(C)C(=O)Nc1ccccc1)[C@@H](C)CN([C@H](C)CO)S2(=O)=O | . | . | 10.9 | -0.6 | 11.5 | -0.4 | -1.2 | . | . | 1.5&-0.3&-0.7
COc1ccc(CNc2cc(NCCCO)c([N+](=O)[O-])c3nonc23)cc1 | 0.5 | -23.6 | -2.0 | 0.6 | 7.4 | -0.5 | -1.4 | -0.6 | 5.5 | 0.3
COc1ccc(NC(=S)NCc2ccc(S(N)(=O)=O)cc2)c(OC)c1 | -0.4 | 5.6 | -0.6 | -0.8 | -22.6 | i | 0.6 | -6.3 | 3.7 | 0.1
COc1cc(/C=C2/C(=O)NN(c3ccc(Cl)cc3)C2=O)cc(Br)c1O | 2.2 | 23.3 | -8.3 | 4.4 | -0.9 | -0.2 | 2.8 | 6.0 | 1.2 | -1.3
COc1ccc(C(NC(=O)c2cc(OC)ccc2OC)c2ccccc2)cc1 (stereo not drawn) | 3.2 | 21.5 | 50.5* | 0.3 | -4.5 | i | 13.2 | 5.5 | -15.1 | 1.0
CSc1cccc(NC(=O)Nc2nc3c(C)cccc3s2)c1 | -1.6 | 8.8 | 0.9 | -1.7 | -5.2 | 0.8 | 2.8 | 2.5 | 3.8 | -1.4
Cc1ccc(N2CCN(CC3CC=CCC3)CC2)cc1 (stereo not drawn) | -1.7 | -5.0 | 10.6 | 2.3 | -7.1 | i | -2.2 | 0.8 | 14.3 | .
COc1ccc(NC(=O)c2cc(-c3ccco3)nc3ccccc23)cc1 | 0.1 | . | -2.8 | 1.1 | -5.6 | -0.3 | -7.4 | . | -8.2 | 0.6
O=C(NCCc1ccccn1)c1c(-c2ccccc2)sc2ccccc12 | 0.3 | . | 34.7 | -0.4 | -2.4 | i | 2.2 | . | -14.1 | -0.1
C[C@@H]1CN([C@@H](C)CO)C(=O)c2cc(C#Cc3ccccc3)cnc2O[C@H]1CN(C)C(=O)c1ccccc1F | . | . | 42.5 | -0.5 | 6.2 | i | -1.9 | . | . | 0.9&-0.8&1.4
Cc1nc(-c2cc(C#N)c(=O)[nH]c2C)cs1 | 0.9 | 13.8 | -8.0 | -3.1 | -19.0 | i | 15.6 | -1.5 | -10.7 | 1.1
c1ccc(CCSc2nccn2-c2ccccc2)cc1 | 1.1 | 18.6 | 30.9 | -0.2 | 5.8 | -0.4 | -2.4 | 3.5 | 61.7* | .
S=C(Nc1ccccc1)Nc1nc2ccccc2n1CCOc1ccccc1 | -0.7 | 2.7 | 2.0 | 2.8 | 2.8 | i | -1.5 | 2.5 | 5.8 | .
CC1Sc2ccc(C(=O)NCc3ccccc3Cl)cc2NC1=O (stereo not drawn) | -1.1 | . | 3.9 | -0.8 | -1.8 | -4.2 | 1.0 | . | 0.3 | 0.4
O=C(CCCN1C(=O)c2ccccc2C1=O)Nc1ccc(S(=O)(=O)N2CCCCC2)cc1 | 0.2 | -3.8 | -9.2 | -0.4 | 3.1 | i | -0.1 | -3.0 | -23.8&-7.0 | .
COc1ccc(NC(=O)c2ccco2)cn1 | 1.6 | 20.4 | 2.1 | 1.0 | -3.5 | -0.3 | -0.3 | -2.3 | -20.5 | -0.3
COc1ccc(NS(=O)(=O)c2cc(NC(=O)c3cnccn3)ccc2N2CCCC2)cc1 | 0.8 | -2.7 | 9.1 | 0.1 | -9.1 | -0.3 | 0.4 | 3.8 | -5.2 | -0.2
CCOC(=O)N1CCN(S(=O)(=O)c2ccc(C(=O)NNc3nc4c(C)cc(C)cc4s3)cc2)CC1 | . | 11.4 | 27.8 | -1.3 | 18.5 | -0.2 | -2.1 | 3.5 | -5.6 | 0.8
CCn1cnc2cc(NCc3cccs3)ccc21 | 1.8 | 32.5 | 5.0 | -0.7 | 10.0 | -0.3 | -2.4 | 0.6 | 1.1 | 0.0
CCOC(=O)N1CCN(C(=O)CSCc2ccccc2Cl)CC1 | -0.6 | 33.1 | 3.7 | 0.5 | 10.0 | -0.5 | -1.9 | -2.7 | -13.3 | 0.4
COc1cccc(OC)c1C(=O)Nc1cccc(-c2ccc(N3CCOCC3)nn2)c1 | -0.7 | . | 3.8 | . | -1.7 | i | . | . | -10.2 | 0.6
CCn1c(-c2ccc(C)cc2)nn(CC(=O)NCCc2ccccc2)c1=S | 0.8 | 7.4 | -3.6 | 1.1 | -6.1 | i | 1.0 | -4.1 | -1.9 | .

A section of the results above, for reference:
SMILES | PfHsp40 rescue | VHR inh abs | Yp Topo-I inh | BoNT-A LC inh2 | CCHFV vOTU inh | BH1578 lux ind | Anthrax LF inh2 | 3CLpro inhibitor | SSB-PriA inh | TcdB inh
COc1ccc(NS(=O)(=O)c2cc(NC(=O)c3cnccn3)ccc2N2CCCC2)cc1 | 0.8 | -2.7 | 9.1 | 0.1 | -9.1 | -0.3 | 0.4 | 3.8 | -5.2 | -0.2
CCOC(=O)N1CCN(S(=O)(=O)c2ccc(C(=O)NNc3nc4c(C)cc(C)cc4s3)cc2)CC1 | . | 11.4 | 27.8 | -1.3 | 18.5 | -0.2 | -2.1 | 3.5 | -5.6 | 0.8
CCn1cnc2cc(NCc3cccs3)ccc21 | 1.8 | 32.5 | 5.0 | -0.7 | 10.0 | -0.3 | -2.4 | 0.6 | 1.1 | 0.0

From PubChem
